LMPTP inh: LMPTP phosphatase inhibitors, primary screen, biochemical, fluorescence intensity, uHTS. Low molecular weight phosphotyrosine protein phosphatase (Homo sapiens), P24666. recombinant LMPTP-A, OMFP fluorogenic substrate. inhibition, % at 20 µM. 0.22% of 360,000 active;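 active = compounds that cut the enzyme signal by at least half of the control window in the single-dose screen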;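 also: plate controls were DMSO wells with enzyme plus substrate for no effect and substrate without enzyme for full effect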
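Buffer or medium: Bis-Tris pH 6.0, DTT, detergent; Assay system: LMPTP-A enzyme; Quantity: 0.625 nM enzyme; Detection: endpoint fluorescence intensity; Times: 50 min dark incubation at room temperature; Controls: substrate-only low control, DMSO enzyme-plus-substrate high control; Doses: single 20 µM dose; Read-out: percent inhibition versus substrate-only and uninhibited controls; Reagent: 400 µM OMFP.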
SUMO1 PPI mod: modulators of SUMO1 protein-protein interactions, primary screen, biochemical, uHTS. 0.33% of 360,000 active. SUMO1 binding to a labelled peptide, TR-FRET, 1 h. inhibition, % at 20 µM. Small ubiquitin-related modifier 1 (Homo sapiens), P63165; in the data active = inhibition above about 37%
Tb MetRS inh: T. brucei MetRS inhibitors, primary screen, biochemical, luminescence. 0.4% of 360,000 active. AID 624268, 2012. methionyl-tRNA synthetase (Trypanosoma brucei brucei). purified T. brucei MetRS, ATP depletion, Kinase-Glo luminescence. inhibition, % at 11.9 µM;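 active = inhibition above a per-plate cutoff of the control wells' mean inhibition plus 3 SD, cut at about 5.5% in these data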;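 also: 0% = DMSO wells median and 100% = median of wells with control inhibitor compound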
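Measured by: Kinase-Glo luciferase luminescence reporting remaining unconsumed ATP. Material: purified T. brucei MetRS enzyme. Doses: 11.9 µM compound single dose, 0.9% DMSO. Medium: HEPES buffer containing pyrophosphatase, BSA, spermine, DTT. Times: 15 min preincubation, 2 h reaction, all 25 °C. Reagent: methionine, ATP and bulk E. coli tRNA.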
MsrA inh: bovine MsrA enzyme inhibitors, primary screen, biochemical, absorbance, HTS; Methionine sulfoxide reductase A (Bos taurus); purified bovine MsrA, absorbance read-out; inhibition, % at 15.5 µM; 0.75% of 360,000 active; in the data active = inhibition above about 4.5%;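 also: 0% = vehicle wells with enzyme and 100% = reference inhibitor wells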
STEP inh: STEP phosphatase inhibitors, primary screen, biochemical, fluorescence intensity, uHTS | Tyrosine-protein phosphatase non-receptor type 5 (Homo sapiens), P54829 | recombinant STEP, OMFP fluorogenic substrate | inhibition, % at 20 µM | 0.25% of 360,000 active | AID 588621, 2011;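 active = inhibition at 20 µM, scaled per plate between control wells, above about 37%, limit read from the data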;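 also: 0% = DMSO with enzyme and substrate and 100% = substrate only without enzyme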
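System: STEP (striatal-enriched tyrosine phosphatase) enzyme, cell-free; medium: Bis-Tris pH 6.0 buffer with DTT, detergent; dosing: 20 µM, 1% DMSO; times: reaction 20 min, ambient temperature; detection: fluorescence, 480/540 nm; read-out basis: normalized % inhibition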
Scp1 inh: Scp-1 phosphatase inhibitors, primary screen, biochemical, colorimetric, uHTS; Carboxy-terminal domain RNA polymerase II polypeptide A small phosphatase 1 (Homo …; Recombinant Scp1, phosphopeptide, malachite green phosphate absorbance; inhibition, % at 20 µM; 0.88% of 340,000 active; AID 493091, 2011;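 active = inhibition above about 50% at 20 µM, limit read from the data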;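 also: plate controls were DMSO wells with enzyme for no effect and wells lacking enzyme for full effect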
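Incubation: 45 min enzyme reaction at room temperature / System: truncated SCP-1 phosphatase (76-261aa) / Reagent: Phospho 17-mer peptide substrate / Buffer or medium: Acidic Tris acetate buffer with magnesium and detergent / Signal: absorbance at 630 nm / Doses: one concentration, 20 µM, with 1.0% DMSO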
DNMT1 inh: human DNMT1 methyltransferase inhibitors, primary screen, biochemical, molecular beacon, fluorescence, HinP1I cleavage, uHTS. inhibition (reported as % activation of signal), % at 10 µM. 0.83% of 360,000 active. AID 588458, 2011; in the data active = inhibition above about 50%
Target sequence (P26358 504-1616 limits assumed): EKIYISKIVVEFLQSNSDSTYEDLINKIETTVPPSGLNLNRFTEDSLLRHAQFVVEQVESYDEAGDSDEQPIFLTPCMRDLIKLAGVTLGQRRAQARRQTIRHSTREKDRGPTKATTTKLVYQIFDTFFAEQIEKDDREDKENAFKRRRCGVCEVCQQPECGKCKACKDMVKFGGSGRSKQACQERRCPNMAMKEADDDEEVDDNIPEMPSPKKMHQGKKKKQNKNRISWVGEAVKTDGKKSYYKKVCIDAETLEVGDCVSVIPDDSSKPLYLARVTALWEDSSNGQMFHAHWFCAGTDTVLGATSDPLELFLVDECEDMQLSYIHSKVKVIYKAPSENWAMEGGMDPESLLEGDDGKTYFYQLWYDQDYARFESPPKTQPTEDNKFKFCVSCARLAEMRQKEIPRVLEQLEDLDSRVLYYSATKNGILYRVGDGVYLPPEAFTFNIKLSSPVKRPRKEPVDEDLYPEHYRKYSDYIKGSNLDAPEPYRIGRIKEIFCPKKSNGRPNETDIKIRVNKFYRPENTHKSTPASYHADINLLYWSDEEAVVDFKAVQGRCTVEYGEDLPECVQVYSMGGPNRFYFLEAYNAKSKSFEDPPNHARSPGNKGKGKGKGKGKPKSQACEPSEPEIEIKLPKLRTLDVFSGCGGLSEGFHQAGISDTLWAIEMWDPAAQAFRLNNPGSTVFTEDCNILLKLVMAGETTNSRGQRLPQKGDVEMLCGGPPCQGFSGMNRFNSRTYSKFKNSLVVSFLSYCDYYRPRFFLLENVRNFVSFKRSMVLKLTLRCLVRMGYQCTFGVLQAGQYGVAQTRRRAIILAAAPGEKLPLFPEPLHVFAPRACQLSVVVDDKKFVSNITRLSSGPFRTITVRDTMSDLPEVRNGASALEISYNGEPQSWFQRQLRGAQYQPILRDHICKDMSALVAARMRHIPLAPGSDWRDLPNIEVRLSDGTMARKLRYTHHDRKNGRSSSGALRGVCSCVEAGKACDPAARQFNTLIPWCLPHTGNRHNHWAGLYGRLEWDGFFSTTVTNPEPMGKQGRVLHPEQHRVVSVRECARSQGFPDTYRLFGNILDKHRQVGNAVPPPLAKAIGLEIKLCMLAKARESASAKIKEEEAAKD
CSN inh: inhibitors of CSN-mediated cullin deneddylation, primary screen, biochemical, fluorescence polarization, uHTS. COP9 signalosome complex subunit 5 (Homo sapiens), Q92905. Purified CSN, SCF-Nedd8-OG deneddylation. inhibition, % at 12.5 µM. 0.38% of 360,000 active. AID 651999, 2013;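 active = pattern-corrected inhibition above about 35%, with an unprinted fluorescence ratio check between 0.5 and 1.5, limit read from the data, passing the limit was not always enough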;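 also: 0% = enzyme with substrate and 100% = substrate without enzyme; some results filed as inactive read as strong as hits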
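Assay system: Purified human Csn5 enzyme expressed in HEK293T cells | Amount: Enzyme 0.24 nM | Measured by: Fluorescence polarization readout | Medium: Tris/NaCl/DTT buffer, pH 7.5 | Compound dosing: One concentration, 12.5 µM, 0.25% DMSO | Times: 90 min incubation of compound, enzyme and substrate at room temperature | Control set: no-enzyme wells high, enzyme-with-substrate wells low | Read-out: % inhibition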
Rpn11 block: Rpn11 (PSMD14) deubiquitinase inhibitors, primary screen, biochemical, fluorescence polarization, uHTS. calls only at 20 µM. human 26S proteasome, Ub4-pepOG fluorescence polarization; 20S core pre-blocked with epoxomicin. 0.59% of 360,000 active;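 active = inhibition at 20 µM, scaled to each plate's controls, above about 33%, limit read from the data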
NadD block: inhibitors of S. aureus NadD, primary screen, biochemical, colorimetric, uHTS; Nicotinate-nucleotide adenylyltransferase NadD (Staphylococcus aureus N315); purified NadD enzyme, colorimetric absorbance read-out; inhibition, % at 20 µM; 0.78% of 360,000 active; AID 602399, 2012; in the data active = inhibition above about 26%; also: some compounds past the cut are filed as inactive
The depositor's hits bear a star; i = inactive; · = not tested or not shown; + = active, no number.

canonical_smiles,LMPTP inh,SUMO1 PPI mod,Tb MetRS inh,MsrA inh,STEP inh,Scp1 inh,DNMT1 inh,CSN inh,Rpn11 block,NadD block
Cc1ccccc1-n1c(=O)n(Cc2ccco2)c(=O)c2[nH]cnc21,-1.0,3,-0.2,0.9,-4,-10,2,3,i,-2
C#CC[N+](C)(C)CC#Cc1ccccc1,-1.2,-2,0.4,-0.9,-3,-1,1,-10,i,0
COc1cc(NC(=O)c2ccc([N+](=O)[O-])o2)ccc1NC(=O)c1ccco1,17,-24,0.2,3.0,17,41,34,0,i,3
O=C(O)CSc1nc(-c2ccccc2)c(-c2ccccc2)[nH]1,-2.0,0,0.5,1.4,-1,-3,0,-2,i,-3
CCc1sc(-c2c(C#N)c(N)nc3c2CCCCCC3)cc1[N+](=O)[O-],0.8,-2,-0.9,-0.5,1,-2,-2,4,i,-1
O=C(CN1C(=O)c2ccccc2S1(=O)=O)Nc1ccc([N+](=O)[O-])cc1,-1.1,-29,-0.7,1.3,-3,2,-1,-4,i,6
CCOC(=O)c1nnn(-c2nonc2N)c1CN(C)C1CCCCC1,-0.1,0,-0.7,0.8,-2,-7,0,-1,i,-2
COc1ccccc1C=NN1CCCCCC1,0.0,3,-0.1,0.1,1,-3,2,-2,i,2
Cc1ccccc1S(=O)(=O)N1CCN(C)CC1,-1.7,2,-0.1,-1.5,-2,-6,-1,4,i,3
CC1=CC(C)C2C(=O)N(c3ccccc3)C(=O)C2C1 (configuration not stated),-1.9,-5,-1.3,-0.8,2,-3,2,3,i,-3
CCOC(=O)C(C(=O)Nc1ccccn1)C1CCCCC1 (configuration not stated),-0.3,-2,-1.4,-0.8,4,50*,-2,4,i,2
CCCCN1CCc2[nH]c(=S)[nH]c(=O)c2C1,-1.4,-2,-0.8,0.1,2,-3,5,1,i,-3
C[C@@H]1CN([C@H](C)CO)C(=O)c2cccc(NC(=O)c3ccncc3)c2O[C@@H]1CN(C)Cc1ccc(C(=O)O)cc1,-1.0,2,-0.1,-0.9,2,22,7,0,i,3
Cc1cc(=O)oc2cc(OCC(=O)Nc3nnc(CC(C)C)s3)ccc12,0.1,2,-0.2,-1.2,-1,-4,-2,1,i,0
CCCn1nc(C(=O)Nc2cccc(C(=O)OC)c2)c2ccccc2c1=O,1.6,3,-0.5,3.0,4,-8,-5,-4,i,-5
Cc1ccc(-c2nnn(CC(=O)N(CCO)C(C(=O)NC3CCCCC3)c3ccncc3)n2)o1 (configuration not stated),0.9,-1,-0.3,1.5,-4,-1,2,-8,i,-2
CCC(CC)C(=O)Nc1cc(C)cc(C)c1,-1.1,5,-0.4,-1.6,-1,0,1,2,i,1
CC(=O)NC(Cc1ccccc1F)C(=O)NC1CCN(C(=O)c2cnccn2)CC1 (configuration not stated),-1.0,1,-0.8,1.4,-1,14,2,-5,i,-3
Cn1ncc(Br)c1C(=O)NC1CCCC1,-2.2,-1,0.4,1.5,-2,-5,0,-2,i,-2
O=C(NCCCN1CCCC1=O)Nc1ccc([N+](=O)[O-])cc1,0.3,-13,0.3,3.0,-1,-10,0,5,i,0
O=C(Nc1ccc2c(c1)OCCO2)C(c1cc2ccccc2o1)N1CCN(c2ccc(C(F)(F)F)cn2)CC1 (configuration not stated),3.8,2,0.3,0.9,0,·,-12,2,i,25
COc1ccccc1N1CC(C(=O)Nc2nnc(SCC(=O)NCC3CCCO3)s2)CC1=O (configuration not stated),0.3,4,0.0,0.9,2,1,-1,9,i,6
CC12CCC(c3n[nH]c(=S)nc31)C2(C)C (configuration not stated),-1.8,2,0.8,1.0,-4,-2,2,-10,i,0
Cc1sc(NC(=O)c2ccccc2)c(C#N)c1-c1ccccc1,1.2,0,-1.0,-0.2,-1,-5,9,-2,i,-9
O=C(Cc1ccccc1)NCC(=O)Nc1cccc(Cl)c1,-0.7,1,0.4,-1.2,2,-3,3,-2,i,0
COc1ccc(OCC(=O)NCC(c2cccs2)N2CCOCC2)cc1 (configuration not stated),0.0,8,-0.3,0.5,-1,2,3,-2,i,2
O=C1C2C3C=CC(C3)C2C(=O)N1c1ccc(S(=O)(=O)Nc2nccs2)cc1 (configuration not stated),-0.2,5,0.4,-1.1,1,16,4,4,i,-4
O=C(O)CCCn1nc(C(F)(F)F)c2c1CCCCC2,-2.9,1,-0.2,0.1,2,3,2,-2,i,5
CS(=O)(=O)N1CCN(c2cnn(-c3ccccc3)c(=O)c2Cl)CC1,-1.8,-4,-0.8,-0.2,-6,-6,2,2,i,-7
Cc1ccc(N(C)C(=O)C2CCCN2S(=O)(=O)c2ccc3c(c2)n(C)c(=O)c(=O)n3C)cc1 (configuration not stated),-0.7,5,0.7,-1.0,-2,1,2,4,i,0

Full records as entered above. Values in the order: LMPTP inh | SUMO1 PPI mod | Tb MetRS inh | MsrA inh | STEP inh | Scp1 inh | DNMT1 inh | CSN inh | Rpn11 block | NadD block
CS(=O)(=O)N1CCN(c2cnn(-c3ccccc3)c(=O)c2Cl)CC1 is listed with -1.8 | -4 | -0.8 | -0.2 | -6 | -6 | 2 | 2 | i | -7
CCCn1nc(C(=O)Nc2cccc(C(=O)OC)c2)c2ccccc2c1=O is listed with 1.6 | 3 | -0.5 | 3.0 | 4 | -8 | -5 | -4 | i | -5

More structures follow.
canonical_smiles,LMPTP inh,SUMO1 PPI mod,Tb MetRS inh,MsrA inh,STEP inh,Scp1 inh,DNMT1 inh,CSN inh,Rpn11 block,NadD block
O=C(Nc1cnn(Cc2c(Cl)cccc2Cl)c1)C(c1ccccc1)c1ccccc1,6.2,-3,-1.5,0.9,4,-16,11,1,i,-1
C[C@H](CO)N1C[C@H](C)[C@H](CN(C)C(=O)c2ccccc2)OCc2cnnn2CCCC1=O,-1.5,1,-0.1,-1.1,3,·,7,9,i,0
O=C(CSc1ccccn1)N1CCCC(Nc2ccc(F)c(F)c2)C1 (configuration not stated),1.5,0,0.0,1.2,2,-2,-4,1,i,2
CCOc1cc(/C=N/NC(=O)c2cccs2)ccc1OC(=O)N1CCOCC1,-1.5,-12,0.3,4.8*,-1,-7,2,-2,i,4
CCC(C)c1ccc(-n2c(=O)c3ccccc3n3c(=S)[nH]nc23)cc1 (configuration not stated),-0.4,-4,-0.1,-0.9,3,-3,3,-3,i,-1
CCCN1CCN(C(=O)c2cc(COc3ccc(F)c(F)c3)on2)CC1,0.0,0,0.0,-0.1,-3,-8,-5,-2,i,-5
Cc1c(Cl)c(C(F)(F)F)nn1CC(=O)NN,-0.2,-2,-0.2,0.7,-3,-10,1,0,i,8
CC(=O)Nc1ccc(Nc2nc(C(F)(F)F)nc3c2nnn3Cc2ccccc2Cl)cc1,2.2,-6,-1.1,-0.3,-4,-3,-2,4,i,-2
Fc1ccc(-c2nc3ccc(Cl)cn3c2Cc2cccc(Cl)c2)cc1,3.3,3,-0.2,-1.9,1,·,8,6,i,2
O=C(NC1CCCc2ccccc21)c1cccc(F)c1 (configuration not stated),0.0,2,-0.6,-1.0,1,-5,-2,-2,i,-4
COc1ccc(Cn2c(-c3ccccc3)nc3c(c(=O)c4ccccc4n3C)c2=O)cc1,4.6,11,-0.1,-0.4,4,6,38,25,i,17
CCCC(=O)N1CCN(c2ccc(NC(=O)c3ccc(Br)o3)cc2)CC1,-0.2,0,-1.8,2.0,0,30,-2,0,i,-3
CCN1/C(=C/c2ccc3cc(C)cc(C)c3[n+]2CC)Sc2cc(C)ccc21,48*,-41,0.3,-1.5,4,32,-34,81*,+,15
c1ccc2c(c1)NCC1CCCN21 (configuration not stated),38,-10,-0.7,2.0,0,4,6,2,i,10
CCOC(=O)Cc1csc(Nc2c(C)n(C)n(-c3ccccc3)c2=O)n1,-0.7,3,-0.2,-1.2,-2,-6,-2,3,i,0

Structures listed so far containing an aryl thioether with sulfur outside any ring:
canonical_smiles,LMPTP inh,SUMO1 PPI mod,Tb MetRS inh,MsrA inh,STEP inh,Scp1 inh,DNMT1 inh,CSN inh,Rpn11 block,NadD block
O=C(O)CSc1nc(-c2ccccc2)c(-c2ccccc2)[nH]1,-2.0,0,0.5,1.4,-1,-3,0,-2,i,-3
COc1ccccc1N1CC(C(=O)Nc2nnc(SCC(=O)NCC3CCCO3)s2)CC1=O (configuration not stated),0.3,4,0.0,0.9,2,1,-1,9,i,6
O=C(CSc1ccccn1)N1CCCC(Nc2ccc(F)c(F)c2)C1 (configuration not stated),1.5,0,0.0,1.2,2,-2,-4,1,i,2

(next part)
canonical_smiles,LMPTP inh,SUMO1 PPI mod,Tb MetRS inh,MsrA inh,STEP inh,Scp1 inh,DNMT1 inh,CSN inh,Rpn11 block,NadD block
O=C(/C=C/c1cccc([N+](=O)[O-])c1)Nc1ccc(Cl)cn1,0.2,-11,-0.3,2.5,3,-3,3,-1,i,9
COc1cc(C(=O)Nc2ccccc2N2CCOCC2)ccc1OCC(=O)N1CCOCC1,-0.6,3,-0.2,0.5,-2,-6,2,-1,i,-2
Cc1ccc(Nc2cc(C)nc3c(C)cccc23)cc1,2.5,-2,-0.1,1.3,-1,-3,6,0,i,-7
O=C(C1CCCO1)N1CCN(C(=S)Nc2ccc(F)c(Cl)c2)CC1 (configuration not stated),-0.7,3,-0.4,0.0,8,10,-3,6,i,-5
CCOC(=O)N1CCN(Cc2ccc(F)cc2F)CC1,-0.9,0,-0.8,-0.2,0,-7,6,7,i,2
CCN1C(=O)C(CC(=O)NC)N(NC(=O)c2ccccc2)C1=S (configuration not stated),-1.2,-1,-1.0,0.5,2,-4,3,-3,i,-1
COCc1nnc(NC(=O)c2ccc3c(c2)OCO3)s1,-1.3,0,-1.4,1.4,-1,-4,-2,-5,i,-6

Source: PubChem BioAssay (several laboratories)

No enrichment for hits. About 3.9% of those tested had a hit in this group.
